# RAD54 inh – blocks human RAD54 Holliday junction branch migration | FAM/BHQ fluorescence | inhibition, % at 10.4 µM | 0.14% of 360,000 active | AID 602329;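 active = mean normalized replicate activity at least 40 and at least half of replicates scoring 40 or more; inconclusive = only one of the two criteria met; inactive = mean below 40 and under half of replicates reaching 40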;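 also: 0% = median of neutral control wells and 100% = median of positive control wells; inhibitors cause a drop in the FAM fluorescence signal; in these data hits start at about 50%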
# RAD52 inh – RAD52 (human) annealing inhibition; inhibition, % at 18.7 µM; recombinant RAD52 DNA annealing, FRET fluorescence; 0.46% of 360,000 active; P43351;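 active = every replicate showing at least 50% inhibition; inconclusive = mean inhibition at least 50% but not in every replicate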
# ERAP1 HTS inh – ERAP1 (human) enzyme inhibition | recombinant ERAP1, Leu-AMC fluorescence, 60 min | 0.15% of 340,000 active | inhibition, % at 10.7 µM;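 active = mean replicate inhibition of at least 30%, or all replicates individually reaching that 30% level; inactive = mean below 30% and not every replicate reaching it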;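 also: 0% = neutral control wells and 100% = L-leucinethiol positive control wells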
# Target sequence (Q9NZ08 whole entry, looked up): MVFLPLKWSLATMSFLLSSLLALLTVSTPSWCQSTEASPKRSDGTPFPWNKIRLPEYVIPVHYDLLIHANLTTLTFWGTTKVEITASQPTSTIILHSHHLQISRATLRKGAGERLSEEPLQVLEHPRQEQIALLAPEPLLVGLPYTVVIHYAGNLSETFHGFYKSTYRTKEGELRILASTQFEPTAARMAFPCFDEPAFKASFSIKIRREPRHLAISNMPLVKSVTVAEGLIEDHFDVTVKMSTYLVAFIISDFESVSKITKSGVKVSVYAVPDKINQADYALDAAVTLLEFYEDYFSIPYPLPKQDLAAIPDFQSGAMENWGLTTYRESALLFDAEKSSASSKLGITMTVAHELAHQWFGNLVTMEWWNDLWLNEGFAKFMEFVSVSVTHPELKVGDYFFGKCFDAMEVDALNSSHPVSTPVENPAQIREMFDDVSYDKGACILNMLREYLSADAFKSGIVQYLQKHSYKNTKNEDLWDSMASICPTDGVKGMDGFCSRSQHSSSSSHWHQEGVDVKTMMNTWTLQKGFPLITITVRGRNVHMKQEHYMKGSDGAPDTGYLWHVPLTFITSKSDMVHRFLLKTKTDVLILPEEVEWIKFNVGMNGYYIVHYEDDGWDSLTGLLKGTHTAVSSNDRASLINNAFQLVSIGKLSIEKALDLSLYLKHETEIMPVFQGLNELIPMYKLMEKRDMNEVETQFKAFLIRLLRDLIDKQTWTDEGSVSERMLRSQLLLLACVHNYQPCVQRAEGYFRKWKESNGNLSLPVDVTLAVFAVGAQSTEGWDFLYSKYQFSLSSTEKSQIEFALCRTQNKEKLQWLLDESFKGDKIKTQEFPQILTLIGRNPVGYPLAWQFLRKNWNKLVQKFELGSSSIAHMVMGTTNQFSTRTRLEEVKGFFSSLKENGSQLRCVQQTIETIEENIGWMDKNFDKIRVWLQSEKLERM
# ARNT-TACC3 inh – ARNT/TACC3 interaction disruption. AID 623870. Q9Y6A5. 0.66% of 390,000 active. AlphaScreen His-ARNT PAS-B/GST-TACC3 binding, luminescence; TACC3 fragment carries E629A point mutation. inhibition, % at 9.99 µM;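 active = mean inhibition of replicates at least 50% and at least half of replicates each reaching 50%; inconclusive = half or more replicates reach 50% but mean below 50%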;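 also: 0% = complete ARNT plus TACC3 wells and 100% = ARNT alone without TACC3; many hits fall short of the cut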
# CFTR F508del cor – correctors of CFTR F508del function in bronchial epithelial cells; activity (quench increase), % at 7.58 µM; 0.36% of 350,000 active; CFBE cells, YFP halide quenching; stimulated with forskolin plus potentiator P3; % fluorescence drop versus neutral controls; AID 720511;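 active = mean added fluorescence quench of at least 8% versus neutral control, with both replicates also reaching 8%; inconclusive = only one of the mean or replicate conditions met; inactive = mean below 8% and not both replicates reaching 8%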;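 also: cells transiently co-express mutant CFTR-F508del with the halide-sensitive YFP; corrector assay measuring rescue of mutant channel to the surface after 24 h compound exposure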
# Xi reactivation – reactivates the inactive X chromosome in mouse fibroblasts | XiGFP mouse fibroblasts, % GFP-positive cells imaging, 3 d; cells co-treated with 5-aza-dC sensitizer; scaled so ellipticine positive control = 100% | activation, % at 7.58 µM | 0.055% of 360,000 active;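 active = mean normalized replicate activation at least 10% and every replicate at or above 10%; inconclusive = only one of the two criteria met; inactive = mean below 10% and not all replicates reach 10%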;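 also: 0% = median of on-plate neutral control wells and 100% = ellipticine 6 µM median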
#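 Material: XiGFP fibroblasts, SV40-immortalized; Buffer or medium: DMEM containing 5-aza-dC; Compound dosing: single point; Times: 3 days compound exposure.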
# esBAF inh – SWI/SNF esBAF complex inhibition; reporter increase, % at 12.5 µM; 2% of 350,000 active; mouse ES cells, Bmi1-luciferase knock-in reporter, 24 h; 100% = twice the neutral-well signal; in the data active = activation above about 40%; inconclusive = no clear call, values can overlap the other calls;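 also: 0% = median of the plate's neutral control wells and 100% = double that signal; a rise in the Bmi1 reporter signal indicates esBAF inhibition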
# GSIS activator – primary screen for activators of insulin secretion dependent on glucose, INS-1E cells, GLuc reporter luminescence. INS-1E GLuc reporter insulin secretion, 2-3 h. activation, % at 16.6 µM. 0.61% of 370,000 active. AID 743287;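 active = lowest replicate activation of at least 40%, so every replicate reaches that level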;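 also: 0% = median of neutral control wells and 100% = median of IBMX positive control wells; some compounds called inactive have numbers as strong as hits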
# * hit, by the source's call; ? = inconclusive; · = not tested or not shown; & = joins results of further samples. No enrichment for hits. Share with any hit: about 3.3%.
cpd | smiles | RAD54 inh | RAD52 inh | ERAP1 HTS inh | ARNT-TACC3 inh | CFTR F508del cor | Xi reactivation | esBAF inh | GSIS activator
1 | COc1ccc(Oc2ccc(N/C=C3/CCCC3=O)cc2)cc1 | ? | -18 | 2 | -6 | -1.8 | 0.0 | 4 | 1
2 | O=S(=O)(NN1CCOCC1)c1ccc(Br)s1 | 1 | -8 | 2 | -8 | 0.2 | 0.1 | -1 | 4
3 | COc1ccc(-n2c(SCC(=O)Nc3cc(C)on3)nc3ccccc3c2=O)cc1Cl | -7 | -5 | -3 | · | 1.3 | 0.0 | -14 | -9
4 | Cc1ccc(CSc2nn3c(=O)c(C)nnc3s2)cc1 | -7 | · | · | · | · | 0.0 | 3 | 22
5 | Cc1cccc(-n2nnnc2SCC(=O)N(CC(C)C)c2c(N)n(CC(C)C)c(=O)[nH]c2=O)c1 | · | -5 | -2 | -1 | -1.8 | 0.0 | -1 | ·
6 | C[C@H](CO)N1C[C@H](C)[C@H](CN(C)C(=O)Nc2ccc(C(F)(F)F)cc2)Oc2ccc(NC(=O)Nc3ccc(F)cc3)cc2C1=O | · | · | · | · | 0.3 | -1.2 | 6 | -3
7 | COc1cccc(N2CCN(C(=O)c3cc4c(s3)CCCCC4)CC2)c1 | 9 | -21 | 2 | 4 | -1.7 | 0.1 | 25 | -34
8 | C[C@H](NC(=O)C[C@@H]1C[C@H]2c3cc(N(C)C)ccc3O[C@H]2[C@@H](CO)O1)c1ccccc1 | 3 | -58 | 1 | 16 | -1.0 | 0.0 | -4 | 0
9 | COc1ccc(NC(=O)Nc2nnc(N3CCC(C)CC3)s2)cc1OC | 5 | -8 | 3 | 0 | -0.1 | 0.0 | -1 | -2
10 | Fc1ccccc1NC(=S)NNc1ncc(C(F)(F)F)cc1Cl | 2 | -5 | 5 | · | · | · | · | -4
11 | CN(C)c1ccc(S(=O)(=O)N2CCCCC2)cc1NC(=O)C1CSC2(C)CCC(=O)N12 (centres undefined) | -7 | 0 | 3 | -1 | -3.0 | 0.1 | 4 | -7
12 | O=S(=O)(c1cccs1)N1CN(Cc2ccco2)c2nc3ccccc3nc21 | -8 | -43 | -7 | 7 | 0.6 | 0.2 | 18 | -22
13 | O=C(C[C@H]1C/C=C\C[C@@H](Cc2ccc(F)cc2)C(=O)O[C@@H](c2ccccc2)CNC1=O)NCCO | -5 | -21 | · | -2 | -0.4 | 0.2 | 2 | 4
14 | COc1cccc(CN(Cc2ccco2)S(=O)(=O)c2ccc(S(=O)(=O)NCc3ccccc3)cc2)c1OC | -5 | · | · | -1 | · | · | 4 | -2
15 | CO[C@@H]1CN(C)C(=O)c2cc(NS(C)(=O)=O)ccc2OC[C@@H](C)N(CC2CCOCC2)C[C@H]1C | -3 | 2 | -1 | 3 | -0.2 | -0.1 | -3 | -1
16 | Cc1ccc(CNC(=O)c2ccc[nH]2)cc1 | · | -5 | 0 | -6 | 0.4 | 0.0 | · | -6
17 | COc1cc(OC)c(OC)cc1/C=N/n1c(-c2n[nH]c3c2CCC3)n[nH]c1=S | -6 | -2 | 2 | -6 | 1.8 | 0.1 | -1 | ·
18 | C[C@@H]1CN([C@H](C)CO)C(=O)c2cc(NC(=O)c3ccncc3)ccc2O[C@H]1CN(C)CC1CCCCC1 | -7 | 19 | 2 | -1 | -2.5 | 1.3 | -7 | 13
19 | COc1ccc(C2C(C(C)=O)=C(O)C(=O)N2c2ccc(O)cc2)cc1 (centres undefined) | -3 | 0 | 2 | -4 | 2.5 | 0.1 | 1 | -16
20 | CC(C)NC(=O)Nc1ccc2c(c1)C(=O)N([C@@H](C)CO)C[C@H](C)[C@@H](CN(C)Cc1ccncc1)OCCCC[C@H](C)O2 | 9 | 4 | 1 | -13 | 2.6 | 0.0 | · | -18
21 | CCOc1ccc(N2C(=O)CC(N3CCN(c4ccc(F)cc4)CC3)C2=O)cc1 (centres undefined) | 8 | 8 | 1 | -3 | -0.9 | 0.0 | 2 | ·
22 | Cc1ccc(S(=O)(=O)Nc2ccc3c(c2)C(=O)N([C@H](C)CO)C[C@@H](C)[C@H](CN(C)CC2CC2)O3)cc1 | -4 | 4 | -1 | -6 | -2.0 | 0.0 | -2 | 4
23 | COc1ccc(S(=O)(=O)N2CCOC2CNC(=O)C(=O)NCCCN2CCOCC2)cc1OC (centres undefined) | -11 | -6 | 0 | -1 | 0.6 | 0.0 | · | 29
24 | CN(C)CC(=O)Nc1ccc2c(c1)[C@H]1C[C@@H](CC(=O)NCc3cc(F)ccc3F)O[C@@H](CO)[C@H]1O2 | 23 | 5 | -3 | -5 | -2.4 | 0.1 | 8 | 9
25 | COCC(=O)N(Cc1cc2cccc(C)c2[nH]c1=O)c1ccccc1 | 1 | -13 | 1 | 16 | 1.0 | 0.1 | -10 | 9
26 | Cc1[nH][nH]c(=O)c1C=NCc1cccnc1 | -4 | 3 | 0 | 6 | -1.8 | 0.0 | -1 | 1
27 | COC(=O)c1ccccc1NC(=O)NC1CCN(Cc2ccccc2)CC1 | 6 | · | · | 16 | · | · | -4 | -8
28 | CCCCc1ccc(NC(=O)COc2ccc(C(=O)Nc3ccccc3OCC)cc2)cc1 | 0 | · | · | -4 | · | 0.1 | · | 71*
29 | Cc1ccccc1OC1C(=O)N(CC2CCCO2)C1c1ccc2c(c1)OCO2 (centres undefined) | · | -11 | 14 | 0 | · | 0.1 | -2 | -5
30 | C[C@H]1CN([C@@H](C)CO)C(=O)Cc2cc(N(C)C)ccc2O[C@H]1CN(C)S(C)(=O)=O | 7 | -2 | 0 | -4 | -1.3 | -0.1 | -4 | 6
31 | O=C(Cc1ccc(S(=O)(=O)N2CCOCC2)s1)Oc1ccc(F)cc1 | 12 | -486 | 1 | -5 | -4.6 | 0.2 | -3 | 11
32 | CCOC(=O)c1c(OCCO)nn(-c2ccc(Cl)cc2)c1N | · | -8 | 5 | -16 | 1.6 | 0.0 | · | -1
33 | C[C@@H]1CN([C@H](C)CO)C(=O)CCCn2cc(nn2)CO[C@H]1CN(C)C(=O)Nc1cccc(C(F)(F)F)c1 | -3&-1 | -12&-1 | 1&2 | 0 | 3.3&2.9 | 0.2&0.3 | 3&0 | -16&0
34 | Cc1noc(C)c1S(=O)(=O)N(C)C[C@@H]1Oc2ccc(NS(=O)(=O)c3ccc(Cl)cc3)cc2C(=O)N([C@@H](C)CO)C[C@@H]1C | -7 | -4 | 1 | 9 | -3.4 | 0.0 | 1 | -18
35 | CCOc1ccc(CCNC(=O)COC(=O)c2cccs2)cc1OCC | 7 | -7 | 1 | · | -1.9 | 0.0 | -3 | 12
36 | OCCC#Cc1c(-c2ccsc2)sc2ccccc12 | -1 | -16 | · | 5 | -2.8 | 0.4 | 1 | 3
37 | Cc1ccc(C(=O)Oc2csc(=S)n2C(=O)c2ccc(C)cc2)cc1 | -1 | · | · | -7 | · | · | 5 | 2
38 | CCOC(=O)C1CCN(C(=O)c2cc(S(=O)(=O)N3CCCCCC3)ccc2OC)CC1 | · | 3 | -1 | 1 | 1.6 | -0.1 | -1 | -10
39 | CCOC(=O)N1CCN(S(=O)(=O)N2CCCC(C(=O)NCc3ccc(OC)cc3OC)C2)CC1 (centres undefined) | -1 | -18 | -1 | -8 | 4.4 | 0.0 | 16 | -2
40 | COc1ccc(CNC(=O)CC(C)S(=O)(=O)c2ccc3c(c2)NC(=O)CO3)cc1 (centres undefined) | -6 | -16 | -1 | 2 | -2.6 | 0.0 | -1 | 2
41 | CC(C)NC(=O)Nc1ccc2c(c1)CC(=O)N([C@@H](C)CO)C[C@@H](C)[C@H](CN(C)CC1CCCCC1)O2 | -1 | 29 | -1 | 1 | -1.6 | 0.3 | 4 | -4
42 | C[C@@H]1CN([C@H](C)CO)C(=O)Cc2cc(NC(=O)Nc3cccc4ccccc34)ccc2O[C@H]1CN(C)C(=O)Nc1cccc2ccccc12 | -8 | 4 | -2 | -7 | -2.5 | 0.0 | 37 | 8
43 | O=[N+]([O-])c1ccc(S(=O)(=O)NCC(c2cccnc2)N2CCc3ccccc3C2)cc1 (centres undefined) | -13 | -3 | -3 | 7 | 0.1 | 0.0 | · | -17
44 | C[C@@H]1CN([C@@H](C)CO)C(=O)c2cc(NC(=O)Cc3cn(C)c4ccccc34)ccc2O[C@@H]1CN(C)S(=O)(=O)c1cccs1 | -3 | -3 | · | -3 | 1.9 | -1.0 | -1 | -10
45 | O=C(C[C@H]1CC[C@@H]2[C@H](COC[C@@H](O)CN2C(=O)Nc2ccc(Cl)cc2)O1)NC1Cc2ccccc2C1 | 9 | · | · | -7 | 0.5 | 0.3 | 10 | -18
46 | COc1ccc(NC(=O)Nc2ccncc2)c(OC)c1 | 2 | 8 | 1 | -19 | -2.1 | 0.2 | · | -4
47 | COc1ccc2sc(-c3ccccc3OC)c(C#CCCO)c2c1 | -7 | -24 | 3 | 4 | 1.9 | 0.0 | 3 | 0
48 | Cc1ccc(N(Cc2ccccc2)C(=O)c2cc(S(=O)(=O)N3CCOCC3)ccc2F)cc1 | 1 | -108 | 0 | 2 | -5.6 | -0.7 | 18 | -34
49 | CN(C)c1ccc(CNC(=O)c2cc(S(=O)(=O)N3CCOCC3)cn2C)cc1 | -11 | 0 | 2 | 2 | -3.9 | 0.1 | 2 | ·
50 | Cc1noc(C)c1COc1ccccc1C(=O)NC(C)c1ccc(F)cc1 (centres undefined) | -3 | 0 | -4 | 1 | -1.5 | 0.0 | -4 | -15

# Next section.
cpd | smiles | RAD54 inh | RAD52 inh | ERAP1 HTS inh | ARNT-TACC3 inh | CFTR F508del cor | Xi reactivation | esBAF inh | GSIS activator
51 | COc1ccc(OCC(=O)N/N=C/C=C/c2ccccc2)cc1 | 6 | 0 | 0 | -7 | 9.0* | -0.1 | · | 16
52 | COc1ccc(S(=O)(=O)NCCc2ccco2)cc1OC | -3 | -29 | 1 | -1 | -1.4 | 0.0 | -5 | 14
53 | C[C@@H]1CN([C@H](C)CO)S(=O)(=O)c2ccc(C#CCN(C)C)cc2O[C@H]1CN(C)Cc1ccc2c(c1)OCO2 | 0 | -3 | -1 | 13 | 1.7 | 0.2 | -15 | 5
54 | COc1ccc(N2C(=O)CC(Nc3ccc(C(=O)O)cc3)C2=O)cc1OC (centres undefined) | · | -6 | 1 | 8 | -2.1 | 0.0 | · | 7
55 | CC1(C)O[C@@H](CC(=O)O)[C@]23CO[C@H](C(=O)[C@]4(C)C2CC[C@@]2(C)[C@H](c5ccoc5)OC(=O)C5O[C@]524)[C@@H]13 (some centres undefined) | 7 | -2 | -4 | -2 | 4.9 | 0.6 | 10 | -11
56 | O=C(Nc1ccccc1Cl)C1CCCN(c2ncnc3c2nc2n3CCCCC2)C1 (centres undefined) | -10 | 3 | -3 | -3 | -3.3 | 5.7 | 7 | -23
57 | Cc1ccc(S(=O)(=O)N(C)C[C@@H]2OCCCC[C@@H](C)Oc3ccc(NC(=O)Nc4ccccc4)cc3C(=O)N([C@H](C)CO)C[C@H]2C)cc1 | 0 | -14 | -1 | 0 | 3.5 | 0.0 | 2 | -3
58 | COc1cccc(NC(=O)N[C@H]2C=C[C@H](CC(=O)Nc3ccccc3)O[C@@H]2CO)c1 | -8 | -1 | 2 | -6 | -0.6 | -0.4 | -4 | -7
